Alkaline phosphatase – human TNAP enzyme inhibitors, biochemical, luminescent (AID 518); Alkaline phosphatase, tissue-nonspecific isozyme (Homo sapiens); purified TNAP enzyme, luminescent substrate readout; higher % means a stronger effect; inhibition, % at 20 µM; hits with a dose series show IC50 in µM; 64,000 tested, 0.09% active; in the data active means a potency from the dose series; inactive means the rest, 99 in 100 with inhibition below about 22%;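 further: plate controls were vehicle for no effect and reference inhibitor for full effect; many of its hits are not listed in these tables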
HT1080 viability – cytotoxicity in HT1080 fibrosarcoma cells, cell-based, fluorescence readout (AID 620); 87,000 tested, 0.42% active; HT1080 viability, fluorescence; higher % means a stronger effect; cytotoxicity, % at 10 µM; hits with a dose series show EC50 in µM;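 further: cells exposed to compound overnight then 4 h with Alamar Blue; 0% = vehicle DMSO and 100% = killing control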
Bfl-1 displacement – Bfl-1 inhibitors, primary screen, biochemical, fluorescence polarization, FITC-Bid, mouse (AID 432); Bcl-2-related protein A1 (Mus musculus); displacement, % at 20 µM, or IC50 in µM where a hit was titrated; FITC-Bid BH3 peptide fluorescence polarization displacement; higher % means a stronger effect; 64,000 tested, 0.02% active; in the data active means a potency from the dose series; inactive means the rest, 99 in 100 with displacement below about 15%; further: strong numbers were not always called active
LYP phosphatase – LYP phosphatase inhibitors, primary screen, biochemical, DiFMUP fluorescence, recombinant catalytic domain, 10 µM (AID 606); 52,000 tested, under 10 active; inhibition, % at 10 µM, or IC50 in µM where a hit was titrated; recombinant LYP catalytic domain, DiFMUP fluorescence; higher % means a stronger effect;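 active means IC50 under 40 µM in the dose-response test; inactive means IC50 of 40 µM or more, or never dose-tested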
DPM-DC inhibit – S. pneumoniae DPM-DC inhibitors, primary screen, biochemical, PK/LDH-coupled NADH fluorescence. purified DPM-DC. calls only at 10 µM. 65,000 tested, 0.49% active. AID 556, 2006;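 active means the 320 compounds with the highest percent inhibition in the single-dose primary screen, excluding strongly autofluorescent ones, cut at about 32% in these data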;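 further: kinetic rate of NADH fluorescence loss reporting ADP formed by the decarboxylase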
PMK inhibit – S. pneumoniae PMK inhibitors, primary screen, biochemical, mevalonate pathway, pilot trial included; purified PMK, PK/LDH-coupled NADH absorbance 340 nm; 65,000 tested, 0.49% active; inhibition, % at 10 µM; phosphomevalonate kinase (Streptococcus pneumoniae D39);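 active means top-ranked compounds by inhibition in the single 10 µM screen, taking a fixed number of the strongest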;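 further: 0% = full reaction with DMSO carrier and 100% = background rate without enzyme reaction; no value below 0 was filed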
Spn MK inh – S. pneumoniae MK inhibitors, primary screen, biochemical, PK/LDH-coupled NADH absorbance | purified MK, PK/LDH-coupled NADH absorbance 340 nm | mevalonate kinase [Streptococcus pneumoniae D39] | inhibition, % at 10 µM | 65,000 tested, 0.48% active;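 active means ranked among the strongest by inhibition in the single 10 µM screen, a fixed top-ranked set picked for dose follow-up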; further: no value below 0 was filed
HPDE-C7 viability – cytotoxicity in HPDE-C7 cells, cell-based, fluorescence, HTS (AID 430) | HPDE-C7 pancreatic duct cells viability, fluorescence; higher % means a stronger effect | cytotoxicity, % at 10 µM, or EC50 in µM where a hit was titrated | 63,000 tested, 1.8% active;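 further: cells exposed to compound for 48 hours before viability readout; 0% = vehicle and 100% = reference cytotoxic drug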
KRASV12 cytotoxicity – cytotoxicity in KRAS-transformed pancreatic duct cells, primary screen, cell-based, fluorescence, HTS (AID 431); HPDE-C7K KRASV12 cells, Alamar Blue viability, 48 h; higher % means a stronger effect; cytotoxicity, % at 10 µM; hits with a dose series show EC50 in µM; 63,000 tested, 1.7% active;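 active means compounds whose percent cytotoxicity in the single-dose primary screen, scaled between solvent and toxic-drug controls, exceeds 50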;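 further: 0% = DMSO solvent wells and 100% = doxorubicin-treated wells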
PMK inhibit pilot replicates – further read-out of PMK inhibit, marked with its call; inhibition, %; measured here: pilot screen replicates
Spn MK inh pilot replicates – further read-out of Spn MK inh, marked with its call; inhibition, %; measured here: pilot screen replicates
DPM-DC inhibit pilot screen % – also measured in DPM-DC inhibit; calls as there; inhibition, %; measured here: pilot screen trials
An asterisk follows results filed as active; i = inactive; . = not tested or not shown; + = active, no number. Unless noted, no stated cut-off is given here; in the data, active means cytotoxicity above about 50%; inactive means the rest.

SMILES	Alkaline phosphatase	HT1080 viability	Bfl-1 displacement	LYP phosphatase	DPM-DC inhibit	PMK inhibit	Spn MK inh	HPDE-C7 viability	KRASV12 cytotoxicity	others
CC(=O)NC(CCS(C)(=O)=O)C(=O)Nc1cc(C)on1 (stereo not given)	18%	1%	0%	5%	i	7	16	5%	8%	PMK inhibit pilot replicates=3.0;Spn MK inh pilot replicates=1.0;DPM-DC inhibit pilot screen %=2.0
CCCCNc1ncnc2c1cnn2-c1ccccc1	7%	44%	0%	.	i	12	3	65%*	62%*
Cn1c(Cn2c(=O)sc3ccccc32)nnc1SCC(=O)Nc1ccc2c(c1)OCO2	5%	-3%	5%	6%	i	0	5	3%	6%
O=C(CCNS(=O)(=O)c1ccc2c(c1)CCC(=O)N2)NCc1cccnc1	8%	1%	-3%	20%	i	8	0	.	.
COc1ccc(CC(C(=O)Nc2cccc(F)c2)c2nn[nH]n2)c(OC)c1 (stereo not given)	3%	-14%	-6%	9%	i	2	7	2%	0%
Cc1cc(-c2nc3ccccc3o2)c2ccccc2n1	14%	-15%	-9%	20%	i	9	16	-10%	-14%
COc1cccc(C2c3c(oc4ccccc4c3=O)C(=O)N2CCCN2CCOCC2)c1OC (stereo not given)	6%	7%	-6%	-1%	i	11	7	-2%	-8%
CCOC(=O)c1[nH]c(C)c(C(=O)NCc2ccccn2)c1C	8%	5%	12%	4%	i	10	0	-28%	-23%	PMK inhibit pilot replicates=1.0;Spn MK inh pilot replicates=0.0;DPM-DC inhibit pilot screen %=0.0
CCC1Oc2ccc(C)cc2N(CC(=O)NCCN2C(C)CCCC2C)C1=O (stereo not given)	1%	14%	1%	9%	i	19	0	5%	5%
Nc1nnc(CC(=O)N2CCCCC2)s1	6%	11%	-5%	-3%	i	8	7	-16%	-19%
Cc1cccc(Nc2nn3c(=O)c4ccccc4nc3s2)c1	10%	6%	49%	-2%	i	11	5	-9%	-4%
CCCC(=O)N1CC2(C)CN(C(=O)CCC)CC(CCC)(C1)C2=O	4%	.	-8%	-1%	i	12	4	-22%	-8%
Cc1ccc(Cn2c(SCCN3CCCCC3)nc3c2c(=O)[nH]c(=O)n3C)cc1	6%	-7%	3%	4%	i	7	5	6%	2%	PMK inhibit pilot replicates=0.0;Spn MK inh pilot replicates=0.0;DPM-DC inhibit pilot screen %=4.5
CCC(=O)N1CCc2cc(S(=O)(=O)CCC(=O)Nc3ccc(F)c(F)c3)ccc21	16%	.	-15%	.	i	13	18	-32%	-12%	PMK inhibit pilot replicates=5.0;Spn MK inh pilot replicates=1.0;DPM-DC inhibit pilot screen %=0.0
O=C(NCc1ccccc1)c1ccc(=O)[nH]n1	6%	-2%	23%	17%	i	1	6	-16%	-11%
Cc1ccnc(NC(=O)COC(=O)C2COc3ccccc3O2)n1 (stereo not given)	10%	2%	-4%	-5%	i	13	7	1%	-3%
Cc1ccc2cc(C)c(NCCO)nc2c1	12%	-3%	-3%	9%	i	3	9	-4%	-20%
O=C1CS/C(=C\S(=O)(=O)c2ccc(Cl)cc2)N1	10%	-4%	2%	.	i	14	0	-2%	-11%
COc1cc(NC(=O)CN(c2ccc(C)cc2)S(=O)(=O)c2c(C)nn(C)c2C)cc(OC)c1	4%	-1%	-2%	17%	i	15	3	10%	24%
CCCCSc1nnc([C@H](C)NC(=O)OC(C)(C)C)o1	3%	4%	-4%	6%	i	10	6	-26%	-18%	PMK inhibit pilot replicates=1.5;Spn MK inh pilot replicates=0.5;DPM-DC inhibit pilot screen %=0.0
O=S(=O)(c1cccc(Cl)c1Cl)N1CCCCC1	16%	-7%	-7%	-2%	i	2	5	-9%	-14%
O=C1c2ccccc2C(Nc2ccc(S(=O)(=O)N3CCOCC3)cc2)N1c1cccnc1 (stereo not given)	13%	-8%	8%	-6%	i	11	4	-2%	4%
COC(=O)c1c(NC(=O)CSc2nnnn2-c2ccccc2)sc2c1CCC(C)C2 (stereo not given)	13%	-3%	-2%	.	i	10	4	-13%	-13%
O=C(/N=C1\NC(=O)C(F)(C(F)(F)F)S1)NC1CCCCC1 (stereo not given)	8%	.	-3%	.	i	8	9	-1%	0%
CCCOc1ccc2[nH]cc(C(=O)O)c(=O)c2c1	6%	-17%	1%	.	i	15	10	8%	2%
COc1ccc(CN2CCOCC2)c(C)c1C	13%	1%	0%	13%	i	3	7	-9%	0%
CCOC(=O)C1CCCN(C(=O)C2CCC(CNS(=O)(=O)c3ccc(NC(C)=O)cc3)CC2)C1 (stereo not given)	3%	-11%	-7%	.	i	13	3	-14%	-10%
CC1(C)Cc2ccccc2-c2n[nH]c(=S)n21	21%	4%	5%	6%	i	0	8	-14%	-8%
O=S(=O)(c1ccccc1)C1(S(=O)(=O)c2ccccc2)CCCC1	18%	40%	-4%	1%	i	2	1	-3%	-8%
CCCCn1c(SCC(=O)Nc2nnc(CC)s2)nc2ccccc2c1=O	12%	-3%	-1%	7%	i	11	6	4%	0%
Cc1ccc(OCCN2CCN(C(=O)CCC(=O)Nc3nnc(C)s3)CC2)cc1	12%	7%	-2%	5%	i	0	2	8%	16%	PMK inhibit pilot replicates=5.5;Spn MK inh pilot replicates=0.0;DPM-DC inhibit pilot screen %=0.0
Cc1cccc(NC(=O)Nc2cc(C)on2)c1	4%	1%	5%	10%	i	7	6	0%	-8%
CN(C)/C=N/c1c(C#N)cnn1-c1nc2ccccc2s1	0%	11%	0%	-1%	i	0	3	-5%	0%
O=C(Nc1cccnc1)C1CCCN(S(=O)(=O)c2cccc3nsnc23)C1 (stereo not given)	10%	.	-5%	.	i	16	8	-1%	-2%
CCOc1ccc(OCC)c(N=c2oc3c(C)ncc(CO)c3cc2C(N)=O)c1	9%	0%	0%	0%	i	4	1	-6%	-4%
O=C(OCn1cncn1)c1ccc(Cl)cc1Cl	13%	2%	4%	13%	i	8	3	-13%	-9%
Cc1nn(C(C)C(=O)N2CCN(c3ccccn3)CC2)c(=O)c2cc3occc3n12 (stereo not given)	12%	1%	-2%	16%	i	24	0	-1%	4%
Cc1ccc(-n2nc3c(c2NC(=O)c2ccccc2Br)CS(=O)C3)cc1 (stereo not given)	4%	5%	1%	10%	i	1	10	-8%	-4%
CCOc1ccccc1CNC(=O)CCN1C(=O)COc2ccccc21	4%	3%	-14%	12%	i	14	0	-15%	-14%	PMK inhibit pilot replicates=2.0;Spn MK inh pilot replicates=1.5;DPM-DC inhibit pilot screen %=0.5
Cc1cccc2sc(NC(=O)C3CCCO3)nc12 (stereo not given)	9%	-9%	-12%	-4%	i	4	15	8%	8%

A draw from above in order of length of the SMILES, smallest number first.
SMILES	Alkaline phosphatase	HT1080 viability	Bfl-1 displacement	LYP phosphatase	DPM-DC inhibit	PMK inhibit	Spn MK inh	HPDE-C7 viability	KRASV12 cytotoxicity	others
COc1ccc(CN2CCOCC2)c(C)c1C	13%	1%	0%	13%	i	3	7	-9%	0%
O=C(OCn1cncn1)c1ccc(Cl)cc1Cl	13%	2%	4%	13%	i	8	3	-13%	-9%
Cc1cccc2sc(NC(=O)C3CCCO3)nc12 (stereo not given)	9%	-9%	-12%	-4%	i	4	15	8%	8%
CC1(C)Cc2ccccc2-c2n[nH]c(=S)n21	21%	4%	5%	6%	i	0	8	-14%	-8%
CN(C)/C=N/c1c(C#N)cnn1-c1nc2ccccc2s1	0%	11%	0%	-1%	i	0	3	-5%	0%
CCOc1ccccc1CNC(=O)CCN1C(=O)COc2ccccc21	4%	3%	-14%	12%	i	14	0	-15%	-14%	PMK inhibit pilot replicates=2.0;Spn MK inh pilot replicates=1.5;DPM-DC inhibit pilot screen %=0.5
CCCCn1c(SCC(=O)Nc2nnc(CC)s2)nc2ccccc2c1=O	12%	-3%	-1%	7%	i	11	6	4%	0%
O=S(=O)(c1ccccc1)C1(S(=O)(=O)c2ccccc2)CCCC1	18%	40%	-4%	1%	i	2	1	-3%	-8%
Cc1ccc(-n2nc3c(c2NC(=O)c2ccccc2Br)CS(=O)C3)cc1 (stereo not given)	4%	5%	1%	10%	i	1	10	-8%	-4%
Cc1ccc(OCCN2CCN(C(=O)CCC(=O)Nc3nnc(C)s3)CC2)cc1	12%	7%	-2%	5%	i	0	2	8%	16%	PMK inhibit pilot replicates=5.5;Spn MK inh pilot replicates=0.0;DPM-DC inhibit pilot screen %=0.0
Cc1nn(C(C)C(=O)N2CCN(c3ccccn3)CC2)c(=O)c2cc3occc3n12 (stereo not given)	12%	1%	-2%	16%	i	24	0	-1%	4%
CCOC(=O)C1CCCN(C(=O)C2CCC(CNS(=O)(=O)c3ccc(NC(C)=O)cc3)CC2)C1 (stereo not given)	3%	-11%	-7%	.	i	13	3	-14%	-10%

The results go on:
SMILES	Alkaline phosphatase	HT1080 viability	Bfl-1 displacement	LYP phosphatase	DPM-DC inhibit	PMK inhibit	Spn MK inh	HPDE-C7 viability	KRASV12 cytotoxicity	others
COC(=O)c1ccccc1NC(=O)c1ccccc1N(C)S(C)(=O)=O	11%	9%	2%	17%	i	7	5	2%	0%
CCC(c1nnnn1Cc1ccco1)N1CCN(c2cc(Cl)ccc2C)CC1 (stereo not given)	-1%	-1%	2%	.	i	5	15	-1%	18%
COc1ccc(S(=O)(=O)N(CC(=O)N2CCN(C)CC2)c2ccc(C)cc2)cc1OC	0%	-4%	-2%	10%	i	16	4	-17%	2%
Cc1ncoc1C(=O)Nc1ccc2c(c1)OCCO2	10%	-1%	-4%	.	i	12	6	-5%	2%
Cc1nc(NCCCn2ccnc2)c2ccccc2n1	9%	-4%	3%	-3%	i	15	6	-10%	5%
CSc1ccc(S(=O)(=O)Nc2ccc3c(c2)OCCO3)cc1	9%	.	-6%	11%	i	4	3	9%	10%
O=C(Nc1nccs1)c1cc(N2CCOCC2)nc2ccccc12	15%	7%	-2%	-11%	i	1	0	1%	27%
COc1ccc(C2CC(c3ccccc3)Nc3nc(N)nn32)cc1 (stereo not given)	6%	-12%	-2%	7%	i	8	0	2%	-6%
Cc1c(C(=O)OCC(C)(C)CN(C)C)oc2ccccc12	12%	-7%	-9%	8%	+	6	9	9%	8%	PMK inhibit pilot replicates=1.0;Spn MK inh pilot replicates=0.0;DPM-DC inhibit pilot screen %=1.5*
COc1ccc(C(N)CCc2ccco2)cc1 (stereo not given)	1%	6%	-2%	19%	i	15	5	-6%	-1%
Cc1ccc(S(=O)(=O)C2(C(=O)NC3CCCC3)CC2)cc1	15%	-1%	-9%	-4%	i	9	1	-17%	-22%	PMK inhibit pilot replicates=1.5;Spn MK inh pilot replicates=3.5;DPM-DC inhibit pilot screen %=2.5
